PREPL inh: inhibits the human prolyl oligopeptidase-like enzyme. inhibition, % at 5.96 µM. AID 2751. 320,000 tested, 0.68% active. recombinant PREPL, fluorescence polarization activity-based probe; in the data active = inhibition above about 43%;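 note: 0% = enzyme with DMSO and 100% = wells lacking enzyme; many of its hits are not listed in these tables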
ZTA DNA inh: ZTA (EBV) inhibition in EBNA-1 counter-screen; P03206; inhibition, % at 11 µM; ZTA-DNA binding, fluorescence polarization; 320,000 tested, 0.15% active; AID 2234; in the data active = inhibition above about 33%
Target sequence (P03206 whole entry, looked up): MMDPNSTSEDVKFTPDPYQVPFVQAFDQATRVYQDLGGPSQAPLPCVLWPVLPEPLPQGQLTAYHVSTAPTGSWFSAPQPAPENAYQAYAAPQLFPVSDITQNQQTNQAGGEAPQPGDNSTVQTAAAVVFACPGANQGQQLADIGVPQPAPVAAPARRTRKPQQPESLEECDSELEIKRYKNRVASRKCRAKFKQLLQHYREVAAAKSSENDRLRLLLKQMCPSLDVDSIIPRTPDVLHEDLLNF
TPT1 inh: inhibitors of Candida albicans tRNA 2'-phosphotransferase TPT1. recombinant caTPT1, FP RNA substrate dephosphorylation. inhibition, % at 5 µM. 300,000 tested, 0.81% active;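 active = inhibition above the mean of all tested compounds plus 3 SD, set per screening campaign, cut at about 24% in these data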;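 note: plate controls were DMSO alone for no effect and ferristatin control at 100 nM for full effect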
CTSL1 counter: counter-screen for PFM18AAP inhibitors: inhibitors of F. hepatica cathepsin L1; inhibition, % at 5.96 µM; AID 1906; 300,000 tested, 0.49% active; recombinant F. hepatica cathepsin L1, Z-Leu-Arg-MCA fluorescence;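 active = inhibition above the mean of all tested compounds plus 3 SD, set per screening campaign, cut at about 17% in these data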;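 note: 0% = plate median of test compound wells and 100% = 1 µM Z-Phe-Ala-diazomethylketone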
Efflux pump inh: blocks antifungal efflux pumps in multiplex yeast assay; S. cerevisiae Candida pump triplex, Nile Red efflux; inhibition, % at 10 µM; 330,000 tested, 0.44% active;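 active = plate passing quality check with inhibition over a set limit, or well fluorescence over plate mean plus 4 SD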;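 note: Nile Red retained in pooled yeast measured as flow cytometry median fluorescence; 0% = buffer negative control and 100% = Enniatin B positive control; higher means more Nile Red kept so more efflux inhibition; some compounds called inactive have numbers as strong as hits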
PP1 inh: blocks human PP1-alpha phosphatase, a PP5 counter-screen; 320,000 tested, 0.9% active; P62136; inhibition, % at 6.7 µM; AID 2235; purified PP1alpha, OMFP fluorescence;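 active = inhibition above the mean inhibition of all tested compounds plus 3 SD, computed separately for each screening campaign, cut at about 15% in these data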
Target sequence (P62136 whole entry, looked up): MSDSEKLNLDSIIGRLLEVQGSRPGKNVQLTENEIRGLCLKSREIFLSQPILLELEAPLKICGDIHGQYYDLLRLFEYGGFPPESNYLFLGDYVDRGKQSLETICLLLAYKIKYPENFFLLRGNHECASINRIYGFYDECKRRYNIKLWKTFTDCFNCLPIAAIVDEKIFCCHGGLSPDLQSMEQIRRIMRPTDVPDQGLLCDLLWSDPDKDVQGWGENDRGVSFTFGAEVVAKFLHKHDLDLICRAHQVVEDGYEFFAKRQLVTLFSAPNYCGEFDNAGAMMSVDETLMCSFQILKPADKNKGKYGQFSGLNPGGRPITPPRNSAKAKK
EBNA-1 inh: blocks EBNA-1 binding to DNA. inhibition, % at 14.8 µM. 300,000 tested, 0.34% active. EBNA-1 DNA binding, fluorescence polarization; in the data active = inhibition above about 28%
core dimer inh: HCV core protein dimerization inhibition. TR-FRET GST/Flag-core106 dimerization, 1536-well. inhibition, % at 5 µM. 300,000 tested, 0.33% active;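 active = inhibition above the mean of all tested compounds plus 3 SD, set per screening campaign, cut at about 45% in these data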
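Material: Tagged HCV core106 pair (GST and Flag) | Amount: GST-core106 13.5 nM, Flag-core106 17 nM | Medium: KF-containing HEPES buffer, pH 7.45, DTT, CHAPS, BSA | Reagent: Eu donor and XL665 acceptor anti-tag antibodies | Schedule: 4 h at 22.5 °C | Technique: Time-resolved FRET, ex 340 nm, em 617 and 671 nm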
PP5 inh: blocks human protein phosphatase 5 activity; purified PP5c, OMFP substrate fluorescence; P53041; 320,000 tested, 0.18% active; inhibition, % at 6.7 µM;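 active = inhibition above the campaign's mean inhibition across all tested compounds plus 3 SD, cut at about 9.5% in these data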;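 note: 0% = DMSO only and 100% = 100 µM cantharidin control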
Target sequence (P53041 whole entry, looked up): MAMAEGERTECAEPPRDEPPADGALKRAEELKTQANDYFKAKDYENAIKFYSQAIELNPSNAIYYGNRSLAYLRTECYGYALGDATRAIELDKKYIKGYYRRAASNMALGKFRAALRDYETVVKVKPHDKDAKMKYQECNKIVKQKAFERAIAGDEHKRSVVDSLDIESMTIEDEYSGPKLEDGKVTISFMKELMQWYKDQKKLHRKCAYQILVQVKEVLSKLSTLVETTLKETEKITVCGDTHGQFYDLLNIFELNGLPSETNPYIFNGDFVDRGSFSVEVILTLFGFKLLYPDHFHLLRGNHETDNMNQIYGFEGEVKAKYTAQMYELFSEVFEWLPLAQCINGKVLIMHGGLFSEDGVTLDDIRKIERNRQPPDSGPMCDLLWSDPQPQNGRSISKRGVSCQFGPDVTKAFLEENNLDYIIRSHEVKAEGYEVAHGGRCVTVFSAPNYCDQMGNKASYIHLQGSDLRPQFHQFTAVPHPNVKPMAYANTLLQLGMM
* marks the source's active call; other numbers are inactive results; nt = not tested or not shown.

SMILES	PREPL inh	ZTA DNA inh	TPT1 inh	CTSL1 counter	Efflux pump inh	PP1 inh	EBNA-1 inh	core dimer inh	PP5 inh
Cc1ccc(NC(=O)CN(C)c2ccc(S(=O)(=O)N3CCCC3)cn2)cc1	5	3	3	1	0.1	-5	-3	-4	-0.9
COCCNC(=O)c1ccc2c(=O)n(CCCN3CCCC3=O)c(=S)[nH]c2c1	-5	2	3	-3	0.0	-2	9	0	-2.8
Cc1cccc(OCC(=O)OC(C)C(=O)Nc2ccc(Cl)cn2)c1 (centres undefined)	-6	-11	-2	-19	-0.2	-5	6	-3	0.2
COc1ccc(/C=C(/NC(=O)c2ccc(OC)c(OC)c2)C(=O)NCCCn2ccnc2)cc1	-1	1	1	1	0.1	-2	-10	5	3.6
Cc1cccc2sc(N(CCCN(C)C)C(=O)c3cc4ccccc4oc3=O)nc12	-31	-3	2	1	0.1	1	4	-6	2.9
Cc1cc(NC(=O)CCC(=O)N(c2ccccc2)C(C)C(=O)NC2CCCC2)no1 (centres undefined)	-1	11	-2	0	0.0	0	2	12	-0.2
COCCN(C(=S)Nc1ccc(OC)cc1)C(C)c1cccs1 (centres undefined)	4	1	1	-3	0.1	5	-1	-5	1.0
CN(CC(=O)Nc1ccccc1Cl)C(=O)COC(=O)CNC(=O)c1ccc(Br)o1	11	9	3	-2	0.0	-1	11	0	1.8
CCC(C)(C)NC(=O)CN(C(=O)CCC(=O)Nc1cc(C)ccn1)c1ccc2c(c1)OCO2	-4	0	4	1	0.1	-4	6	4	1.2
Cc1cc(C)c(N2CCN(S(=O)(=O)N3CCCCCC3)CC2)c(C)c1	9	2	-1	3	-0.1	4	11	9	2.2
NS(=O)(=O)c1ccc(NC(=O)C(Sc2ccccc2)c2ccccc2)cc1 (centres undefined)	-46	2	-2	10	0.1	-1	5	0	1.8
O=C(Nn1cnnc1)c1cc2c(s1)CCCC2	1	-18	2	4	0.4	0	-1	1	1.1
O=S(=O)(c1ccc(OCC(O)CN2CCN(c3ccc(F)cc3)CC2)cc1)N1CCOCC1 (centres undefined)	6	8	1	-3	0.1	-2	-11	1	1.1
O=C(CCCCn1c(=O)[nH]c2ccsc2c1=O)NCCc1ccccc1	-4	13	-2	-2	-0.1	-6	-4	0	0.6
CCCCc1ccc(NC(=O)N2CCN(c3cc(C)nc4ccccc34)CC2)c(C)c1	-3	12	0	3	0.0	11	-9	11	3.6
C=CCN1C(=O)NC(c2ccccc2)(C(F)(F)F)S/C1=C(\C#N)c1nnc(N2CCOCC2)n1-c1ccccc1 (centres undefined)	9	11	0	3	1.1	-5	-10	11	2.5
CS(=O)(=O)N(CC(=O)N1CCCCCC1)c1cccc(Cl)c1Cl	12	-3	0	0	0.1	1	-5	2	0.6
COc1ccccc1OCCN1C(=O)S/C(=C\c2ccco2)C1=O	-3	-14	2	1	0.1	3	-8	7	5.4
Cc1nnc(SCC(=O)Nc2ccc(N3CCOCC3)cc2)n1Cc1ccccc1	3	-4	nt	nt	0.1	-3	nt	nt	-0.2
O=c1c2ccccc2nc(-c2cccc(Cl)c2)n1O	-6	-4	3	0	-0.1	-2	1	1	-1.0

Single records, as listed above. Order of values: PREPL inh	ZTA DNA inh	TPT1 inh	CTSL1 counter	Efflux pump inh	PP1 inh	EBNA-1 inh	core dimer inh	PP5 inh
O=C(Nn1cnnc1)c1cc2c(s1)CCCC2 as listed: 1	-18	2	4	0.4	0	-1	1	1.1
C=CCN1C(=O)NC(c2ccccc2)(C(F)(F)F)S/C1=C(\C#N)c1nnc(N2CCOCC2)n1-c1ccccc1 (centres undefined) as listed: 9	11	0	3	1.1	-5	-10	11	2.5
COc1ccccc1OCCN1C(=O)S/C(=C\c2ccco2)C1=O as listed: -3	-14	2	1	0.1	3	-8	7	5.4
NS(=O)(=O)c1ccc(NC(=O)C(Sc2ccccc2)c2ccccc2)cc1 (centres undefined) as listed: -46	2	-2	10	0.1	-1	5	0	1.8
O=c1c2ccccc2nc(-c2cccc(Cl)c2)n1O as listed: -6	-4	3	0	-0.1	-2	1	1	-1.0

Later entries
SMILES	PREPL inh	ZTA DNA inh	TPT1 inh	CTSL1 counter	Efflux pump inh	PP1 inh	EBNA-1 inh	core dimer inh	PP5 inh
CCOC(=O)N1CCN(C(=O)C2COc3ccccc3O2)CC1 (centres undefined)	-6	8	0	0	-0.1	1	4	-2	0.4
CCn1c(SCC(=O)Nc2ccccc2)nc2c1c(=O)n(C)c(=O)n2C	3	4	-2	0	0.1	-3	-3	-2	0.9
COc1cc(-c2noc(C)c2C#Cc2ccsc2)cc(OC)c1OC	4	2	1	-2	0.1	4	4	-2	-0.3
COC(=O)c1ccc(Oc2ccc(C(C)(C)C)cc2)c([N+](=O)[O-])c1	-8	-2	-6	0	-0.1	-3	-14	4	2.2
COc1ccc(C2C(C#N)=C(N)Oc3cccc(O)c32)cc1 (centres undefined)	9	1	4	3	0.4	-2	-10	-8	-0.8
COc1cc(OC)cc(C(=O)NC(C(=O)NNC(=O)c2ccc(C)cc2)C(C)C)c1 (centres undefined)	14	-11	nt	nt	-0.1	0	nt	nt	2.6
O=C(Nc1ccccn1)c1ccc(Br)c(S(=O)(=O)N2CCCC2)c1	-3	13	1	0	-0.1	4	10	2	2.4
COc1ccc(N2CCN(c3cc(C)c4ccc(O)cc4n3)CC2)cc1	34	0	-1	4	0.5	-3	-2	1	0.5
CCN1C(=O)CC(n2c(C)nc3ccccc32)C1=O (centres undefined)	-2	-3	0	-2	0.0	2	-12	0	-0.8
COc1ccc(OC(C)C(=O)Nc2cccc(F)c2)cc1 (centres undefined)	19	-3	-8	2	-0.3	-1	2	-5	0.2
O=S1(=O)CCN2C=C(Cl)C=C(Cl)C2=N1	8	-3	-3	1	-0.1	-2	7	-2	-1.8
O=C(CC1SC(=Nc2ccccc2)N(CCCO)C1=O)Nc1ccc(Cl)cc1 (centres undefined)	5	4	2	9	-0.1	5	-7	5	7.0
CCCCC(=O)NNC(=S)NC(=O)c1cccc([N+](=O)[O-])c1	5	-9	-3	0	-0.3	-4	-2	7	-0.1
CC(=O)CCC(=O)OCC(=O)c1ccc(C(F)(F)F)cc1	4	-4	1	-12	-0.1	-4	-3	2	1.1
CC(C)(C)n1nc2c(c1NC(=O)c1ccc(F)c(F)c1)CS(=O)(=O)C2	0	-1	1	-2	-0.1	-3	6	10	-2.1
CSc1ncccc1C(=O)NCC12CC3CC(CC(C3)C1)C2	-6	-10	-1	-3	-0.1	-2	-1	4	0.5
Cc1cc(C(=O)CSc2nn3c(=O)c(C(C)(C)C)nnc3s2)c(C)n1-c1ccc(F)cc1	17	1	5	4	0.3	10	1	49*	0.8
COCCC(=O)N1CCC(Oc2ccc(C(=O)NCc3csc(C)n3)cc2)CC1	18	8	1	0	-0.1	0	-3	-13	-2.1
O=C(Nc1ccncc1)c1ccc2c(c1)S(=O)(=O)c1ccccc1C2=O	-9	1	-5	-3	-0.1	1	5	-6	2.5
CC(=O)Nc1ccc2oc(-c3cc(F)c(F)cc3Cl)nc2c1	5	14	-3	4	0.0	-3	3	-4	3.6
COc1ccc(Cl)cc1Nc1nc(-c2sc(NC(=O)CC(C)C)nc2C)cs1	7	-5	5	-3	-0.1	1	4	-4	3.0
N#CCCN1CCN(Cc2ccccc2)CCC1=O	-1	-7	-3	-1	-0.1	-3	2	-11	0.7
Cc1ccc(NCC(O)C(O)C(O)CO)c(N=Nc2ccccc2)c1C (centres undefined)	11	11	2	5	-0.3	-2	2	-22	5.7
O=C(Cc1ccccc1)NC1(Cc2ccc(O)cc2)CCCCC1	6	-18	-2	-1	0.0	0	-9	1	2.5
CCOC(=O)c1ccc(C(=O)NNC(=O)C2CC=CCC2)cc1 (centres undefined)	18	7	-2	-5	0.3	1	-10	5	4.2
CCCc1nc(Nc2nc3ccccc3o2)nc(C)c1C(=O)OCC	5	4	-5	-1	-0.1	2	1	-4	2.4
Cc1cc(C(=O)Cn2nnc(-c3ccc(Cl)cc3)n2)c(C)n1CC1CCCO1 (centres undefined)	26	13	1	-2	0.0	-6	-3	3	4.3
CCCCCn1c(SCCOCC)nc2c1c(=O)[nH]c(=O)n2C	-3	5	-1	3	0.1	0	-4	3	1.2
COc1ccc(/C=C/c2cc(-c3ccc(C)cc3)o[n+]2C)cc1	13	9	5	6	0.0	1	5	1	2.0
CN=C1c2ccccc2CN1c1cccc(C(=O)OC)c1	0	-10	-3	0	-0.1	0	2	1	0.5
COc1ccc(N2C(=O)C(CN3CCN(C)CC3)C2c2ccccc2)cc1 (centres undefined)	15	0	-1	4	0.2	0	-20	3	0.5
COc1ccc(S(=O)(=O)N2CCCCC2)cc1NC(=O)c1cnc(C)cn1	14	14	nt	nt	-0.1	-2	nt	nt	2.5
Cc1cccnc1NC(=O)C1CCN(S(=O)(=O)c2ccc3ccccc3c2)CC1	13	-4	1	0	-0.1	0	1	-4	0.8
CCc1cccc(C)c1NC(=O)CSc1nc(C)c(C)o1	1	-1	-1	1	0.1	0	9	10	-0.2
CC(C)Cn1c(-c2nn(C)cc2Cl)n[nH]c1=S	0	-5	-3	-2	0.1	-2	-4	-2	-0.5
O=C1c2ccccc2-c2c1cccc2C(=O)N1CCOCC1	-6	-5	0	0	0.0	-4	8	7	-0.9
CCCC(=O)Nc1ccc(C(N)=O)cc1	4	-2	2	-2	0.1	1	-14	0	1.7
CC(=O)c1ccc(NC(=O)/C(=C\c2ccccc2)NC(=O)/C=C/c2ccccc2)cc1	-2	7	-3	4	-0.2	8	13	43	2.6
COc1ccc(CCNC(=O)COC(=O)COc2ccc(Cl)cc2)cc1OC	8	-7	3	-12	0.1	7	-5	-7	4.7
CCC(CC)c1nn2c(N)c(/C=C3\C=Nc4ccccc43)c(=O)nc2s1	13	-18	9	-1	-0.2	2	1	1	3.3
CC(=O)c1ccc(NS(=O)(=O)c2ccc3c(c2)N(C(C)=O)CCO3)cc1	-4	0	0	0	-0.1	-2	5	3	2.3
COc1ccc(C(C)(C)C)cc1NC(=O)CN1C(=O)C(=O)N(Cc2ccco2)C1=O	6	-2	nt	nt	0.0	-1	nt	nt	3.9
COc1cc(/C=C/C(=O)Nc2nc3ccc(S(=O)(=O)NC(C)C)cc3s2)cc(OC)c1OC	0	-7	0	-1	0.0	25*	-3	-2	2.0
COc1cnc(-c2ccccn2)nc1Oc1ccc(C(C)(C)C)cc1	33	-4	-1	2	0.0	58*	0	7	9.2
COc1cc(-c2nc(-c3ccncc3)no2)cc(OC)c1OC	6	-4	-5	5	0.0	-4	10	-2	-2.0
Cc1cc2cc(CNC(=O)c3ccc(S(=O)(=O)N4CCCCC4)cc3)ccc2n1C	6	11	-9	3	0.0	13	23	-206	0.9
COC(=O)Cn1c(O)c(N=NC(=O)c2ccc3c(c2)OCO3)c2ccccc21	-16	0	3	0	0.1	2	-1	-4	2.2
C[C@H](O)c1[nH]c2cc(F)ccc2c1[C@H](C)O	8	-7	1	-1	0.2	-1	-1	-5	1.8
CCOc1ccc(NC(=O)CN2CCN(CC(=O)Nc3ccccc3OC)CC2)cc1	-3	2	6	1	0.1	3	-3	0	0.0
O=C(Nc1ccon1)c1sc2cc(F)ccc2c1Cl	-41	5	1	-1	-0.3	2	1	-23	0.4
CCOC(=O)c1c(NC(=O)c2nn(CC)cc2Br)c(C#N)nn1-c1ccccc1	21	-14	13	0	0.3	2	-1	0	4.4
CC(=NCc1cccnc1)C1=C(O)c2ccccc2C1=O	8	4	-2	-1	-0.1	-6	9	-8	1.5
COc1ccc(OCc2cc(C(=O)NCCc3ccccc3)no2)c(Cl)c1	2	-6	-3	7	-0.1	-4	3	9	1.9

Compound activity as filed in PubChem.

A portion of the library. The share of hits here may be higher or lower than overall.
